RmlCD inh mix = RmlC/RmlD inhibition, mixture screen; RmlC/RmlD coupled enzyme inhibition, 384-well mixture HTS; inhibition, % at 5.5 µM; 110,000 compounds, 0.39% hits; AID 1532; in the data active = inhibition above about 30%, passing the limit was not always enough; also: strong numbers were not always called active
RT RNaseH block = inhibitors of HIV-1 reverse transcriptase RNase H; inhibition, % at 10 µM; AID 565; RT-RNase H RNA/DNA duplex cleavage, fluorescence; 65,000 compounds, 1.9% hits; in the data active = inhibition above about 50%
* = called active by the depositor; · = no result given.

SMILES | RmlCD inh mix | RT RNaseH block
COc1ccccc1NC(=O)c1ccc(-c2ccc(Br)cc2)o1 | -5.1 | ·
CN(CC(=O)N1CC(=O)N(CCc2ccccc2)C(=O)C1)S(=O)(=O)c1cccc2nsnc12 | -3.6 | -0.5
O=C(CC1SCCNC1=O)Nc1cccc(C(F)(F)F)c1 (configuration not stated) | 1.1 | 1.5
Cc1cc(C(F)F)nn1CC(=O)N1CCSCC1 | -13.8 | ·
CCC1=C(OC(=O)N(CC)CC)N2C(=O)OC(=NCCOC)[C@]2(Cc2ccccc2)[C@H]2C1=CC[C@H]1C(=O)N(C)C(=O)[C@H]12 | -3.8 | ·
O=C1OCCN1CCN(CN1C(=O)CCC1=O)CN1C(=O)CCC1=O | -11.4 | -17.7
CCOc1ccccc1N1CCN(C(=O)Nc2ccc(F)c(Cl)c2)CC1 | -5.7 | 2.1
O=C(O)CCC(=O)N1CC=C(c2ccccc2)CC1 | 1.2 | ·
CC(C)NS(=O)(=O)c1ccc(OCC(=O)N2CCCC2)c(Cl)c1 | 9.2 | ·
Cc1oc(-c2ccccc2F)nc1CN1CCC(C(=O)NC2CCCc3ccccc32)CC1 (configuration not stated) | -29.0 | ·
Cc1ccc(OCCC(=O)OCC(=O)N2c3ccccc3CC2C)cc1 (configuration not stated) | 4.3 | -23.2
CCOc1ccc(C(=O)NC(=S)Nc2ccccn2)cc1[N+](=O)[O-] | -0.5 | ·
COCC(C)N=Cc1c(O)[nH]c2ccccc12 (configuration not stated) | 8.5 | -5.3
O=C(Nc1cccc2ccccc12)C1CCN(C(=O)Cc2ccccc2)CC1 | 6.0 | ·
CCOC(=O)c1ccc(N2C(=O)CC(C(=O)OC)=C2C)cc1 | -1.2 | 6.8

2 of the compounds above, as tab-separated lines.
compound	RmlCD inh mix	RT RNaseH block
CCOc1ccccc1N1CCN(C(=O)Nc2ccc(F)c(Cl)c2)CC1	-5.7	2.1
CCOC(=O)c1ccc(N2C(=O)CC(C(=O)OC)=C2C)cc1	-1.2	6.8

Other results follow.
SMILES | RmlCD inh mix | RT RNaseH block
CCn1c(CCNC(=O)c2cccs2)nnc1SCC(=O)Nc1ccc(Cl)cc1 | -11.9 | ·
Cc1ccccc1N=C(NOCc1ccccc1)c1nonc1N | -12.1 | ·
O=[N+]([O-])c1cc2c(cc1C=Nc1ccccc1)OCO2 | -6.2 | ·
CCn1cc(C(=O)OCc2ccccc2)c(=O)c2ccc(C)nc21 | 2.5 | -17.3
O=C(CN1CCN(S(=O)(=O)c2ccc(Br)cc2)CC1)Nc1ccccc1F | -3.3 | -15.7
Cc1ccc(NC(=O)NCCCN2CCCC2=O)cc1 | -9.7 | ·
CC(=O)Nc1ccc(S(=O)(=O)N2CCSCC2)cc1 | -1.4 | -2.5
Nc1c(-c2cccc(Cl)c2)cnn1-c1cccc(C(F)(F)F)c1 | 9.3 | ·
CCOc1ccc(Cn2nnc(C(=O)NCc3ccc(OC)cc3)c2N)cc1 | 7.6 | 0.6
CCS(=O)(=O)Nc1c(C(=O)OC)[nH]c2ccccc12 | -13.6 | -5.0
CCOC(=O)N1CCC(NC(=O)CCS(=O)(=O)c2ccc3c(c2)CCN3C(=O)CC)CC1 | -9.6 | -1.9
COc1cc(C)c(Cc2cnc(N)nc2N)cc1OC | -10.1 | ·
Cn1c(-c2ccccc2)cccc1=O | -11.7 | 11.7
COC(C/C=C\[C@H](O)[C@H](C)OCc1ccccc1)OC | 3.8 | ·
COC(=O)c1cc(=O)n(Cc2ccc3c(c2)OCO3)c(=Nc2ccc(F)cc2)s1 | 4.9 | ·
O=C(CCCN1C(=O)CSc2ncccc21)N1CCN(c2cccc(C(F)(F)F)c2)CC1 | · | 1.4
Cc1ccc(C(=O)COC(=O)CCC(=O)Nc2cccc(Cl)c2)cc1[N+](=O)[O-] | 2.9 | ·
O=C(NCCc1ccccc1)C(c1ccncc1)N(C(=O)c1csnn1)C1CC1 (configuration not stated) | 2.0 | ·
Cn1c2ccc(F)cc2c2ncn(Cc3ccco3)c(=O)c21 | -5.2 | ·
C/C(Cl)=C/Cn1c(SCCN2CCOCC2)nc2c1c(=O)[nH]c(=O)n2C | 0.7 | 6.3
c1ccc(-c2n[nH]c(-c3ccccc3)c2-c2nc3ccccc3[nH]2)cc1 | 22.6 | ·
CC1Cc2nc(SCC(=O)OCc3ccccc3)n(C)c(=O)c2S1 (configuration not stated) | -6.8 | -44.3
CCCCn1c(CCn2nc(C)c(Br)c2C)n[nH]c1=S | 7.8 | ·
Cc1cc(C(=O)N2CCN(CCc3ccccc3)CC2)no1 | -6.2 | -10.8
CCOC(=O)N1CCN(C(=O)c2ccc3c(=O)n(-c4ccc(OC)cc4)c(=S)[nH]c3c2)CC1 | 8.6 | -2.7
CCCOc1ccc(C(=O)NCc2cccnc2)cc1 | -4.6 | -2.9
COC(=O)c1nn(-c2ccc3c(c2)OCO3)cc1O | -1.5 | ·
Cc1ccccc1NC(=O)Cc1cn(C)c2ccccc12 | -3.1 | ·
O=C(Nc1ccccc1OC(=O)N1CCCCC1)N1CCCCC1 | 5.3 | -8.8
Cc1ccc(NC(=O)C2C(c3ccccc3)C2(Cl)Cl)c(C)c1 (configuration not stated) | 5.6 | ·
COc1ccccc1CN1CCSCC1 | 26.2 | ·
C=CCNC(=O)C(C#N)c1nc2ccccc2nc1N1CCCCCC1 (configuration not stated) | 8.0 | -4.9
O=C(CN1C(=O)CCSc2ccccc21)N1CCC2(CC1)OCCO2 | 4.9 | -3.8
COc1cc(/C=C2\OC(=O)c3c(OC)cccc32)ccc1O | -2.7 | ·
Cc1cc(OCC(=O)c2ccc(F)cc2)ccc1N1C(=O)CCC1=O | -11.0 | -17.1
Cc1ccc(/C=c2\sc3nc(-c4ccccc4Br)nn3c2=O)o1 | · | 50.7*
CCCCCCNc1nc(NCc2ccco2)nc(OCC)n1 | 2.9 | ·
O=C(CN(Cc1ccc2c(c1)OCO2)C(=O)CNC(=O)c1ccco1)NC1CCCCC1 | -4.9 | 1.7
CCN=C(NCC)SC1CC(=O)N(c2ccc(OC)cc2)C1=O (configuration not stated) | 8.7 | ·
O=C1CC(c2c[nH]c3ccccc23)C(=O)N1 (configuration not stated) | -10.3 | -3.0
C[C@@H]1CN(CCCn2c3ccccc3c3ccccc32)C[C@H](C)N1 | -8.6 | ·
CC(C)(/C=N/O)/[N+]([O-])=C/c1ccccc1C(F)(F)F | · | -5.6
CC1(C)N=C(/C=N/O)CN1O | -18.8 | -2.9
CC(=O)Nc1cccc2c1OCCO2 | 10.8 | -1.3
NC(=O)c1nn(-c2ccccc2)c(=O)cc1O | -1.5 | ·

Brought forward from above: 2 entries, followed by the next part.
SMILES | RmlCD inh mix | RT RNaseH block
CC(=O)Nc1cccc2c1OCCO2 | 10.8 | -1.3
NC(=O)c1nn(-c2ccccc2)c(=O)cc1O | -1.5 | ·
Cc1ccc(N(CN2CCCC2=O)C(=O)c2ccc(OC(C)C)cc2)cc1 | 15.5 | -3.2
Cc1ccc(C(=O)Nc2ccc(N3CCOCC3)nc2)cc1 | 8.0 | ·
COC(=O)CNC(=O)CN1C(=O)N(c2ccc(Cl)cc2)C(N(O)C(=O)Nc2ccc(Cl)cc2)C1(C)C (configuration not stated) | -16.1 | ·
CC1=C(C(=O)OCc2ccccc2)C(c2ccc(-c3ccccc3)cc2)NC(=O)N1CCCCCC(=O)O (configuration not stated) | 5.0 | ·
Cc1nn(Cc2ccc(F)cc2)c(C)c1NC(=O)c1cc(-c2ccc3c(c2)OCO3)on1 | 15.1 | -3.0
Cc1ccc(S(=O)(=O)NC2=NCN(C3CCN(Cc4ccccc4)CC3)CN2)cc1 | -10.8 | 4.7
COc1ccccc1N1CCN(/N=C\c2ccc(C)o2)CC1 | 13.4 | ·
COc1ccccc1NC(=O)CN(C)S(=O)(=O)c1ccc2c(c1)CCC(=O)N2 | 3.4 | ·
Fc1ccc(CSc2nnc(CN3CCOCC3)n2-c2ccccc2)c(Cl)c1 | -9.2 | ·
CCCC1=Nc2cc(C(=O)NCCCOC(C)C)ccc2Sc2ccccc21 | -26.4 | ·
Cc1cccc(C)c1N1C(=O)CC(N(O)c2ccccc2)C1=O (configuration not stated) | 8.9 | 4.2
Cn1cc(SCC(=O)Nc2ccc3c(c2)OCO3)c2ccccc21 | 2.7 | -44.0
O=C(CN1CCC(Cc2ccccc2)CC1)NC(=O)NCc1ccco1 | 10.9 | -8.2
COCCCn1c(SCC(=O)OC2CCCCC2)nnc1-c1cccs1 | 6.3 | -3.3
CC(=O)O/N=C(/C)c1ncc(C(F)(F)F)cc1N1CCOCC1 | -2.6 | ·
COc1ccc(CCNC(=O)C2CCCN(S(C)(=O)=O)C2)cc1OC (configuration not stated) | 9.1 | 1.5
CCOC(=O)C1=NN(c2ccc(F)cc2)C2=NC(C)=C(C(=O)OC)C(c3cccs3)N12 (configuration not stated) | 4.0 | ·
CNC(=O)C1C2C=CC3(O2)C1C(=O)N(C1CC1)C3C(=O)NCc1ccc(OC)cc1 (configuration not stated) | -13.1 | -6.9
COC(=O)CSC1=C(C#N)C(c2ccccc2OC)C(C(=O)OC)C(=O)N1 (configuration not stated) | 1.7 | -7.2
Cc1c(C(=O)N2CCCCC2)sc(NC(=O)C(C)C)c1C#N | 0.4 | 1.4
COc1ccc(C=NCC2COc3ccccc3O2)cc1OC (configuration not stated) | 8.1 | ·
CC(C)(C)NC(=O)CSc1nc(-c2ccccc2)c(-c2ccccc2)[nH]1 | -6.2 | ·
COc1cccc(OCc2nnc(SCC(=O)NCc3ccco3)n2CCc2ccccc2)c1 | 2.1 | -6.1
C[C@H]1C/C=C/[C@H]2[C@H](O)[C@H](C)[C@@](C)(O)[C@H]3[C@H](Cc4ccccc4)NC(=O)[C@]32[C@H](O)/C=C/[C@](C)(O)C1 | 7.1 | ·
CCC12CN3CC(CC)(CN(C1)C31C(=O)N(C)c3ccc(C)cc31)C2=O (configuration not stated) | -8.4 | -10.1
COc1ccc(C(=O)c2ccc(OC)c(OC)c2)cc1OC | -12.2 | -36.7
Cc1ccc(NC(=O)c2nc[nH]c2C(=O)N2CCC(C)CC2)cc1 | 0.2 | ·
CCOc1c(OC)cc(C2C(C#N)=C(N)Oc3n[nH]c(-c4ccncc4)c32)cc1OC (configuration not stated) | 9.3 | -0.7
COC(=O)c1ccc(Sc2ccc(Cl)cc2)c(N)c1 | -14.0 | ·
COc1ccc(C2c3c(oc4ccc(F)cc4c3=O)C(=O)N2CCN2CCOCC2)cc1OC (configuration not stated) | · | -0.3
COC(=O)C1=C(C(=O)OC)[C@@H]2Nc3ccccc3[C@@]23C[C@@H](C(=O)OC)N(C(=O)c2ccc(Br)cc2)C3=N1 | 4.5 | ·
O=C(CC(=O)c1ccccc1O)c1ccc(F)cc1 | 6.3 | ·
CC(=O)N1c2ccc(S(=O)(=O)CCC(=O)O)cc2CC1C (configuration not stated) | -15.7 | -14.9
CCOc1ccc(N2CC(C(=O)Nc3cccc(C)c3C)CC2=O)cc1 (configuration not stated) | 6.6 | -2.8
Cc1cc(C)c(S(=O)(=O)N2CCC(C(=O)NCc3ccco3)CC2)c(C)c1 | 0.1 | ·
O=C(O)c1ccc(F)c(S(=O)(=O)Nc2ccccc2)c1 | -14.1 | -2.9

Profiles, looked up by structure. Order of values: RmlCD inh mix	RT RNaseH block
Profile of `O=C(O)c1ccc(F)c(S(=O)(=O)Nc2ccccc2)c1` → -14.1	-2.9
Profile of `COC(=O)C1=C(C(=O)OC)[C@@H]2Nc3ccccc3[C@@]23C[C@@H](C(=O)OC)N(C(=O)c2ccc(Br)cc2)C3=N1` → 4.5	·
Profile of `CC(=O)N1c2ccc(S(=O)(=O)CCC(=O)O)cc2CC1C` (configuration not stated) → -15.7	-14.9
Profile of `Cc1cc(C)c(S(=O)(=O)N2CCC(C(=O)NCc3ccco3)CC2)c(C)c1` → 0.1	·

Compound activity (PubChem BioAssay)

An excerpt. The share of hits here may be higher or lower than overall.
